# Compound activity as filed in PubChem BioAssay.
# DUSP3 inh: blocks human VHR1 dual specificity phosphatase; recombinant VHR phosphatase, pNPP absorbance; inhibition, % at 13.3 µM; AID 1654; 290,000 compounds, 0.52% hits; P51452; in the data active = inhibition above about 50%; note: some compounds called inactive have numbers as strong as hits
# FadD28 binding: inhibitors of Mycobacterium tuberculosis FadD28 bisubstrate binding | FadD28 bisubstrate probe binding, fluorescence polarization | inhibition, % at 12.5 µM | 360,000 compounds, 0.22% hits | AID 588549; in the data active = inhibition above about 8.5%, passing the limit was not always enough; inconclusive = no clear call, values can overlap the other calls
# CCHF vOTU inh: blocks the CCHF virus ovarian tumor domain protease. CCHFV vOTU protease, Pep-AMC fluorescence. inhibition, % at 11.5 µM. 370,000 compounds, 0.55% hits. AID 651958; note: 0% = vehicle wells with enzyme and 100% = no enzyme wells
# GDH-TPI inh: counter-screen for M. tuberculosis FBA inhibitors: GDH-TPI coupled enzymes; 360,000 compounds, 1.2% hits; GDH-TPI coupled enzyme counterscreen, NADH absorbance; inhibition, % at 4.8 µM;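 note: 0% = DMSO wells and 100% = wells lacking the enzyme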
# Rv3671c inh: inhibits the M. tuberculosis serine protease Rv3671c; inhibition, % at 5.96 µM; AID 2606; P9WHR9; 320,000 compounds, 0.048% hits; in the data active = inhibition above about 38%;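 note: extracellular domain of Rv3671c used as enzyme; 0% = enzyme with DMSO and 100% = no enzyme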
# Target sequence (P9WHR9 whole entry, looked up, the tested form may be a part): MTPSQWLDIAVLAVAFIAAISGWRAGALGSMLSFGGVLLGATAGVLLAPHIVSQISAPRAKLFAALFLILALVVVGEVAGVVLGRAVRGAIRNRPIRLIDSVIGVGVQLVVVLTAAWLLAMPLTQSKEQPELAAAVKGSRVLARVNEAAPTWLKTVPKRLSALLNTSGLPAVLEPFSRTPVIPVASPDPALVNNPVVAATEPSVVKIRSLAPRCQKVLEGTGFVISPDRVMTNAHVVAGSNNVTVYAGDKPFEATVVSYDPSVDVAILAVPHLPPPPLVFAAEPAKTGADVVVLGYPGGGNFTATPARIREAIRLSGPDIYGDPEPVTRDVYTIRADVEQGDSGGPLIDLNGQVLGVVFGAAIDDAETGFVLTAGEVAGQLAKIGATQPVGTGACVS
# BoNT F protease: inhibitors of Botulinum neurotoxin F light chain protease | 360,000 compounds, 0.22% hits | AID 588497 | Multiplex microsphere protease cleavage assay, flow cytometry | inhibition, % at 10 µM; in the data active = inhibition above about 35%, passing the limit was not always enough; inconclusive = no clear call, values can overlap the other calls; note: plate controls were buffer without enzyme for full effect and enzyme alone for no effect
# FBA Mtb inh: Mtb fructose-bisphosphate aldolase inhibition. 360,000 compounds, 2.3% hits. P9WQA3. purified M. tuberculosis FBA, fluorescence read-out. AID 588726. inhibition, % at 1 µM; in the data active = inhibition above about 27%;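 note: 0% = vehicle and 100% = reference inhibitor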
# UGM FP inh: inhibitors of M. tuberculosis UDP-galactopyranose mutase. P9WIQ1. purified UGM, fluorescence polarization probe displacement. inhibition, % at 10 µM. 320,000 compounds, 0.06% hits; in the data active = inhibition above about 10%, passing the limit was not always enough; inconclusive = no clear call, values can overlap the other calls
# Target sequence (P9WIQ1 whole entry, looked up): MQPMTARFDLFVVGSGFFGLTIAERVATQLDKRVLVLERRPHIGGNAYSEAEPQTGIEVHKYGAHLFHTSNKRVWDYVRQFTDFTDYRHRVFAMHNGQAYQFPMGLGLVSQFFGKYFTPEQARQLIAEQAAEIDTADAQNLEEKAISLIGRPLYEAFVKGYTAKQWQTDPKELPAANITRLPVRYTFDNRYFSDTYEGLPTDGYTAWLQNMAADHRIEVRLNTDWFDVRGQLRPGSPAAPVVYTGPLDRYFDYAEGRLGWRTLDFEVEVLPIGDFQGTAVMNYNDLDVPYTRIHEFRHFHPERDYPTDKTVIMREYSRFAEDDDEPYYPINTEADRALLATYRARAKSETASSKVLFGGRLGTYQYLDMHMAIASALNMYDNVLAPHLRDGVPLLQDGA
# Mtb BioA inh: blocks M. tuberculosis BioA enzyme activity | purified M. tuberculosis BioA enzyme, plate reader | inhibition, % at 9.99 µM | 360,000 compounds, 0.096% hits; in the data active = inhibition above about 40%; inconclusive = no clear call, values can overlap the other calls
# MazF activator: MazEF (E. coli) toxin RNase activation. P0AE70. FAM/BHQ RNA-DNA oligo cleavage fluorescence, 5 h. activation, % at 20 µM. 350,000 compounds, 0.32% hits; in the data active = activation above about 50%
# Target sequence (P0AE70 whole entry, looked up): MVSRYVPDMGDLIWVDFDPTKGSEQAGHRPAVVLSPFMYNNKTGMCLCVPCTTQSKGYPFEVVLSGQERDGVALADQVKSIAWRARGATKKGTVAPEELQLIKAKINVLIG
# * = called active by the depositor; ? = inconclusive; nt = no result given. Cut-off read from the data, not from the text of the source, unless noted: active = inhibition above about 30%; inactive = the rest.
mol	DUSP3 inh	FadD28 binding	CCHF vOTU inh	GDH-TPI inh	Rv3671c inh	BoNT F protease	FBA Mtb inh	UGM FP inh	Mtb BioA inh	MazF activator
O=C1c2ccc([N+](=O)[O-])cc2C(=O)N1c1ccc([N+](=O)[O-])cn1	nt	1.0	-4	30	-1	3	-3	4.3	nt	-1
O=C(c1c(F)cccc1F)N1CCN(c2ncc(Br)cn2)CC1	2	-1.6	0	7	3	13	0	1.0	0.4	0
COC(=O)c1ccc(CSc2nc3c(cnn3-c3ccccc3)c(=O)[nH]2)o1	18	-4.5	14	-2	-14	-6	-1	-0.2	8.1	-6
CC(=NNC(=O)c1ccncc1)c1cc(Cl)ccc1Cl	nt	-4.5	-4	-4	nt	-2	0	nt	0.3	6
C/C(=N\NC(=O)c1ccccc1)c1ccccc1F	-10	-0.9	7	8	3	4	2	1.7	nt	8
CC(C)(C)OC(=O)n1cc(/C=N/NC(=O)c2ccco2)c2ccccc21	24	-3.3	5	27	6	0	1	0.8	0.0	4
CN(Cc1nc(-c2ccccn2)no1)S(=O)(=O)c1ccc(Br)cc1	-6	0.1	6	17	-2	1	0	-2.6	0.4	-4
O=C(Cn1c2c(c(=O)n3ncnc13)CCC2)N/N=C/c1cccs1	5	0.1	-3	3	5	-8	3	-0.2	-2.8	2
O=C(CN1CCN(S(=O)(=O)N2CCCCC2)CC1)Nc1cc(Cl)ccc1Cl	17	1.5	0	0	2	-15	2	-0.8	-0.7	5
COCCN(C(=O)c1ccc2c(c1)C(=O)N(c1ccccc1Cl)C2=O)c1c(N)n(CC(C)C)c(=O)[nH]c1=O	nt	0.0	-2	12	nt	-8	0	nt	-4.2	2
CCC(C)C(=O)Nc1nnc(SCC(=O)NC2CCCCC2)s1 (stereo not drawn)	-19	-0.1	1	8	4	-2	-1	-1.4	-0.5	7
COCCNC(=O)C1(C)CCCN(Cc2cc(C(F)(F)F)ccc2Cl)C1 (stereo not drawn)	nt	-1.5	2	3	nt	-3	-2	nt	2.6	nt
CCCNC(=O)C1(C)CCN(C(=O)C2(c3ccc(Cl)cc3)CCCC2)C1 (stereo not drawn)	nt	-2.4	-13	4	nt	2	-3	nt	-1.1	nt
CCc1ccc(/C=C2/C(=O)N(CC)C(=S)N2C)s1	12	-1.9	11	4	-7	-4	-5	0.8	nt	-4
CN(C)c1nc(N)c([N+](=O)[O-])c(NCc2ccccc2)n1	-10	-2.8	3	42*	-5	-8	0	4.0	-1.7	18
COC1=Nc2ccccc2/C=C\c2ccccc21	nt	-4.5	6	3	nt	-7	0	nt	-0.5	6
CCN(CC(=O)Nc1c(F)cccc1F)C(=O)C1CC1	nt	-1.5	5	14	-8	-3	-2	-0.2	-1.9	-1
CCNC(=S)Nc1cccc(S(=O)(=O)NC2=NCCC2)c1	8	1.6	-11	2	-6	-1	0	3.9	nt	11
C/C=C/Cn1c(SCc2ccccc2)nc2c1c(=O)[nH]c(=O)n2C	25	-0.5	24	-4	-3	-13	11	-1.5	1.5	-6
CCOC(=O)C(Oc1ccc(=O)[nH]n1)C(C)=O (stereo not drawn)	24	-0.6	-2	2	-1	3	5	-3.0	-1.9	-7
CC(C)CCn1c(=O)c2ccccc2n2c(CCl)nnc12	14	-0.8	-17	13	7	-9	4	1.2	nt	5
N#Cc1c(N2CCN(C(=O)c3ccco3)CC2)nc(-c2ccccc2)c2c1CCCC2	22	-1.2	-23	13	-8	-11	22	0.8	-1.0	-16
CCN(CC)C(=O)c1ccc(C(=O)c2c(C)cc(C)cc2C)cc1	-5	0.6	-7	0	0	1	-3	0.8	2.9	-12
COc1ccc(OC)c(-n2c(-c3cccc(C)c3)n[nH]c2=S)c1	22	-3.4	4	3	-9	-3	4	-1.1	nt	1
COc1ccc(S(=O)(=O)NC(CC(=O)N2CCc3ccccc32)c2ccco2)cc1 (stereo not drawn)	-10	-4.4	6	-2	-2	-11	0	-1.1	1.1	-1
COc1ccc(CCNC(=O)c2ccc(-c3ccc([N+](=O)[O-])cc3Cl)o2)cc1	14	-1.2	6	28	-24	10	1	0.8	0.7	4
Cc1cc(N2CCN(c3ccccc3)CC2)nc(-n2nc(C)cc2C)n1	2	-2.4	6	-10	-2	1	-1	0.7	1.0	6
COc1ccc(NC(=O)Nc2cccs2)cc1OC	12	-0.6	-9	6	5	-18	-3	5.0	0.6	8
Cc1cccn2cc(CNC(=O)CC3CCCC3)nc12	2	1.0	-6	-5	1	-10	6	-1.2	-0.2	-1
CC(C)C1=CC(=Nc2ccc(S(N)(=O)=O)cc2)C=C(C(C)C)C1=O	19	1.4	-2	-1	nt	?	-1	-2.6	1.6	3

# A second format for 2 compounds above.
# Screens in order – DUSP3 inh | FadD28 binding | CCHF vOTU inh | GDH-TPI inh | Rv3671c inh | BoNT F protease | FBA Mtb inh | UGM FP inh | Mtb BioA inh | MazF activator
COc1ccc(OC)c(-n2c(-c3cccc(C)c3)n[nH]c2=S)c1
 : 22 | -3.4 | 4 | 3 | -9 | -3 | 4 | -1.1 | nt | 1
CC(=NNC(=O)c1ccncc1)c1cc(Cl)ccc1Cl
 : nt | -4.5 | -4 | -4 | nt | -2 | 0 | nt | 0.3 | 6

# (more compounds)
mol	DUSP3 inh	FadD28 binding	CCHF vOTU inh	GDH-TPI inh	Rv3671c inh	BoNT F protease	FBA Mtb inh	UGM FP inh	Mtb BioA inh	MazF activator
COc1ccc(C)cc1NC(=O)C1CCN(S(=O)(=O)c2cccc3cccnc23)CC1	-10	-2.9	-4	-2	2	-8	0	nt	-0.2	5
COCCn1c(SCC#N)nnc1-c1ccccc1O	14	-2.3	-12	-7	-1	-6	2	0.3	nt	4
COCc1c(C(=O)N/N=C/C2CC=CCC2)nnn1-c1nonc1N (stereo not drawn)	7	-1.8	1	0	1	-7	-6	-2.2	1.7	4
CCN1C(=O)C(=O)N(CC(=O)c2cc(C)n(C3CC3)c2C)C1=O	nt	nt	9	3	8	7	1	0.0	1.4	5
Cn1cc(SCC(=O)N2CCCc3ccccc32)c2ccccc21	24	-0.4	1	6	0	2	-2	-0.5	0.8	-2
O=C(CSCc1cnn(-c2ccccc2)c1-n1cccc1)NCc1cccs1	28	-1.2	3	-10	-3	-25	6	-3.1	2.7	-1
COc1cc(/C=N/NC(=O)CCc2n[nH]c(=O)[nH]c2=O)cc(OC)c1OC	0	-1.9	13	13	-10	-17	-5	1.7	-0.5	5
CSc1nc2cc(C)nn2c(-c2ccc(C(C)(C)C)cc2)c1C#N	14	-1.4	2	-12	0	nt	0	-1.1	-0.5	-7
Cc1nn(C)c(C)c1NS(=O)(=O)c1ccccc1Cl	nt	-1.2	-3	-3	-1	2	5	-0.4	-0.8	3
O=C(Cn1nc2sc3ccccc3n2c(=O)c1=O)c1ccc(Cl)cc1	18	nt	nt	nt	0	nt	nt	1.5	nt	-3
Cc1cnc(C(=O)OCC(=O)C23CC4CC(CC(C4)C2)C3)cn1	0	-2.1	-11	11	1	-2	-1	5.2	0.1	-12
CCCCCCCNc1nc(Cl)nc(NCCO)n1	-5	0.3	13	3	2	-6	1	0.6	-1.2	2
CCn1nnc(NC(=O)C(C)(c2ccccc2)c2ccccc2)n1	2	-3.5	11	-10	10	0	-2	-1.3	-0.7	7
CCOC(=O)C1=c2/c(=C/c3ccncc3)c(N)c(C(=O)OC)n2C(=O)C(c2ccncc2)S1 (stereo not drawn)	23	-0.3	9	3	-4	-6	0	nt	-0.8	13
COC(C[C@@H]1O[C@@H]1C(=O)[C@@H](C)OCc1ccccc1)OC	nt	-2.4	-2	-8	4	-6	-2	-0.8	0.0	11
O=C(Nc1ccc(Cl)cn1)c1ccc(COc2ccccc2Br)o1	31	-1.2	13	4	-15	-5	4	2.4	-0.5	-4
C=CCn1c(=O)/c(=C/c2ccc(Cl)cc2)s/c1=C(/C#N)c1nnc2n1CCCCC2	40	-0.4	2	30	0	21	2	-1.7	-1.2	-3
CCN1/C(=C/c2ccc3cc(C)ccc3[n+]2CC)Sc2ccc3sccc3c21	nt	-1.8	nt	5	-29	-101	-4	-3.4	nt	-42
O=C(CSc1nnc(-c2cc(-c3cccs3)nc3ccccc23)o1)NC1CCCCC1	-16	-2.6	2	0	4	-6	4	1.8	-2.1	0
CC1=C(C(=O)Nc2ccc(C)cc2C)C(c2cccs2)NC(=S)N1 (stereo not drawn)	13	-1.1	7	10	8	4	1	2.7	-2.3	0
Cc1ccccc1NC(=O)CNC(=O)c1ccc(C(F)(F)F)cc1	6	-3.0	10	7	-17	-24	0	nt	nt	-11
C[C@]12c3[nH]c4ccccc4c3CCN1C(=O)C(CC(=O)NCCN1CCOCC1)C[C@@H]2C(=O)N1CCOCC1 (stereo partly drawn)	nt	-0.1	4	-6	12	-1	1	-2.1	-1.5	2
Cc1cc(NS(=O)(=O)c2ccc(NC(=O)C(C)N3C(=O)c4ccccc4C3=O)cc2)nc(C)n1 (stereo not drawn)	-13	1.3	-1	5	0	0	1	1.0	-2.0	1
Cc1ccc(C(=O)N(CC(=O)NC2CCCC2)c2ccc3c(c2)OCCO3)s1	22	-4.3	-5	-9	-5	-1	-5	-4.0	nt	6
Cc1ccc[n+](CC(=O)c2ccc(Br)cc2)c1	17	-3.8	16	-6	nt	1	-4	1.1	0.1	14
CCc1ccc(-c2csc3ncn(CC(=O)N4CCOCC4)c(=O)c23)cc1	12	-1.2	1	10	7	-40	0	-0.3	-0.4	8
COc1ccc(C=C2CS(=O)(=O)CC(=Cc3ccc(OC)cc3)C2=O)cc1	nt	-3.0	-9	25	nt	-3	-4	nt	-0.1	7
Cc1c(C(=O)O)sc2nc(-c3cccs3)cc(C(F)(F)F)c12	26	-23	-33	21	5	-17	32*	0.7	4.3	-11
CCc1sc(NC(=O)CCC(=O)O)nc1-c1cc2ccccc2oc1=O	16	-2.3	3	13	1	-2	5	0.9	nt	3
COc1ccc(-c2nc(-c3ccc(NC(=O)c4ccc(Br)o4)cc3)no2)cc1OC	18	-3.8	1	9	-12	12	7	3.3	nt	-5
CCOC(=O)c1cnc(SCC(=O)OCC(=O)N(CC)C2CCS(=O)(=O)C2)nc1N (stereo not drawn)	nt	0.2	-8	12	3	nt	-4	2.7	nt	-6
Cc1ccc(S(=O)(=O)N2CCOCC2)cc1NC(=O)COC(=O)Cn1c(C)csc1=O	nt	2.0	29	4	-14	0	4	0.4	1.1	0
CC1CC(C)CN(CC(=O)Nc2ccc(S(N)(=O)=O)cc2)C1 (stereo not drawn)	-19	-3.9	-4	-1	4	-4	0	5.4	0.3	3
CCn1cc(/C=C/C(=O)Nc2c(C)nn(Cc3ccccc3C)c2C)cn1	-5	0.2	1	7	-2	-9	2	0.2	nt	0
COc1ccc(C2=NO[C@@H]3C(=O)N(Cc4ccccc4)C(=O)[C@H]23)cc1OC	-6	-2.2	-6	11	5	-1	3	-0.9	0.8	6
CC1(Cc2cn(CCC#N)c3ccccc23)OCCO1	17	-2.1	6	-4	7	6	3	-2.1	-0.3	2
Cc1ccc(C)c(N2CCN(C(=O)c3cccn4c(=O)c5sccc5nc34)CC2)c1	15	-2.9	10	5	-8	-3	3	-2.6	nt	5
O=C(O)CCC(=O)Nc1ccc2c(c1)oc1ccccc12	-6	-1.5	-8	5	7	-6	-2	4.0	nt	-2
COc1ccc([N+](=O)[O-])cc1NC(=O)C(C)OC(=O)C1CC(=O)N(Cc2ccco2)C1 (stereo not drawn)	nt	0.3	-4	14	11	4	0	-1.4	7.9	-4
CC(=O)c1ccc(NC(=O)CCNS(=O)(=O)c2ccccc2F)cc1	7	-2.0	7	-6	0	-14	0	0.3	8.1	0
CCCC1=C(C(=O)OCC)C(c2ccc(O)cc2)n2ncnc2N1 (stereo not drawn)	-16	-6.8	20	-3	10	-7	-3	1.0	-0.6	7
